Screening results as filed in PubChem.
ERK EGF inh = EGF-driven ERK pathway inhibition; HEK293-V1b, EGF-stimulated phospho-ERK AlphaScreen; Potency, µM (doses to about 11.5 µM), without a hit: at the highest dose activity change, negative = inhibition, actives largely listed as inhibitors; 130,000 compounds, 0.41% hits; active means well fitted inhibition curve with a large enough effect; inconclusive means small, poorly fitted or top-dose-only effect, or effect the other way;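 further: plate controls were stimulated vehicle wells for no effect and unstimulated vehicle basal for full effect; nearly all actives have a fitted effect of over 55% in size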
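HEK293 cells stably expressing V1b receptor, serum-reduced (1% FBS) overnight, pretreated 30 min with compound, then stimulated 5 min with 25 nM EGF; phospho-ERK detected by AlphaScreen SureFire. AC50 from Hill fits, normalized to DMSO and EGF.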
* = called active by the depositor; ? = inconclusive; & = joins results of further samples; ! = not confirmed by another sample; [ ] = remark or other dose. Potency means the concentration at half of the fitted maximal effect.

SMILES	ERK EGF inh
FC(F)(F)c1cccc(N2CCNCC2)c1	21%
CCOC(=O)C(C)Oc1cc(C)cc2oc(=O)c3c(c12)CCCC3 (configuration not stated)	?
Clc1ccccc1C1NCc2ccccc2-n2cccc21 (configuration not stated)	-8%[57.5 µM]
O=C(Cc1ccccc1)N1CCN(CC2CC3C=CC2C3)CC1 (configuration not stated)	4%
Cc1ccc(NC2=NCCCS2)c(C)c1C	0%
Clc1ccc(C(c2ccc(Cl)cc2)C(Cl)(Cl)Cl)cc1	26%
CC[C@@H]1CN2CCc3cc(OC)c(OC)cc3[C@H]2C[C@@H]1C[C@H]1NCCc2cc(OC)c(OC)cc21	-15%[25.7 µM]
CC1O[C@@H](OC2CC[C@@]3(C=O)C4CC[C@]5(C)C(C6=CC(=O)OC6)CC[C@@]5(O)C4CC[C@]3(O)C2)C(O)C(O)C1O (some centres not stated)	5%
Cc1ccc(C2=CCNCC2)cc1	7%
CC(C)=CCCC1(C)C=Cc2c(O)c3c(c(CC=C(C)C)c2O1)OC12C(CC4CC1C(C)(C)OC2(C/C=C(/C)C(=O)O)C4O)C3=O (configuration not stated)	?
O=C(Nc1ccccc1)N1CCCC2(CCN(C(=O)Oc3ccccc3)CC2)C1	2%
CCOP(=O)(OCC)C(NC(=O)NC)C(N)=O (configuration not stated)	32%[57.5 µM]
CN(C)c1ccc(-[n+]2c(-c3ccccc3)cc(-c3ccccc3)cc2-c2ccccc2)cc1	?
C[C@@H](CO)NC(=O)[C@@H]1C=C2c3cccc4[nH]cc(c34)C[C@H]2N(C)C1	-5%
Nc1ccccc1-[n+]1c(-c2ccccc2)cc(-c2ccccc2)cc1-c1ccccc1	7%[57.5 µM]
C=C(C)C1Cc2c(ccc3c2OC2COc4cc(OC)c(OC)cc4C2C3=O)O1 (configuration not stated)	8%
Cc1cc(/C=C2/C(=O)NC(=O)N(C)C2=O)c(C)n1-c1ccccc1	-4%
O=C(N/N=C/c1c(O)n(C2CC2)c(=S)[nH]c1=O)c1ccccc1O	-4%
O=C(C(=O)N1CCC2(CC1)OCCO2)c1c[nH]c2ccccc12	5%
Cc1cccc(OP(=O)(Nc2ccc(F)cc2)Oc2cccc(C)c2)c1	-6%
C#CCN1CCN(c2ccc(F)cc2)CC1	1%
CNCCc1ccccc1	-4%[57.5 µM]
COc1ccc(NC(=O)N2CCC3(CC2)OCCO3)c(OC)c1	39%
CCOP(=O)(OCC)/C(C#N)=C/c1ccoc1	7%[57.5 µM]
CC(C)NC(=O)N1CCC2(CCNCC2)CC1	7%
Cc1nn(Cc2ccccc2)c(C)c1C(=O)NCc1ccccc1F	-3%
c1ccc(C2OCCN3CCCCC23)cc1 (configuration not stated)	16%
Cc1nn(Cc2ccccc2)c(C)c1C=C1C(=O)NC(=O)NC1=O	2%
CSc1ccc(C(=O)C2CCCN(C)C2)cc1 (configuration not stated)	1%
CNC(=O)Oc1ccc(-c2cn3cc(Cl)ccc3n2)cc1	7%
CC(C)CC(NP(=O)(O)O[C@@H]1O[C@@H](C)[C@H](O)[C@@H](O)[C@H]1O)C(=O)NC(Cc1c[nH]c2ccccc12)C(=O)O (some centres not stated)	5%
Cc1cc(C)cc(C(=O)OC2C[C@H]3CC[C@@H](C2)N3C)c1 (some centres not stated)	7%
C=CCN=C(SCC(=O)c1ccc(Cl)cc1)c1c(O)n(C)c(=O)n(C)c1=O	-6%[57.5 µM]
COc1ccc2c(c1OC)C(=O)O[C@@H]2C1c2cc3c(cc2CCN1C)OCO3 (some centres not stated)	-9%
CC(=O)N1CCN(c2ccc(OC[C@H]3CO[C@](Cn4ccnc4)(c4ccc(Cl)cc4Cl)O3)cc2)CC1	?
CCOc1ccc(N=Cc2c(O)n(-c3ccc(C)c(C)c3)c(=O)[nH]c2=O)cc1	2%[57.5 µM]
Cc1ccccc1-n1c(O)c(/C=N/N2CCOCC2)c(=O)[nH]c1=S	9%
Cc1ccc(N2C(=O)NC(=O)/C(=C\c3ccsc3)C2=O)cc1C	2%
Cc1c(CCN)ccc2c1[nH]c1ccccc12	?
Nc1ccc2c(c1)Cc1ccccc1-2	7%
C/C(O)=C(/C#N)C(=O)Nc1cc(Br)ccc1Br	-1%
C[C@]12N[C@H](Cc3ccccc31)c1ccccc12	11%
CN(Cc1c[nH]c2ccccc12)C1CCCCC1	-2%
O=C(COc1ccccc1F)N1CCN(CCN2C(=O)c3cccc4cccc(c34)C2=O)CC1	-7%
C#CCOc1ccc2c(c1)c(C(C)=O)c(C)n2Cc1ccccc1	7%[57.5 µM]
COc1ccc(C2Oc3c(I)c(OC)cc(OC)c3CC2O)cc1OC (configuration not stated)	19%
CC12CCC3C(CCC4C/C(=N/O)CCC43C)C1CCC2O (configuration not stated)	-2%
COc1ccc(C2NCCc3[nH]cnc32)cc1 (configuration not stated)	3%
CCCCC/C=C\C/C=C\C/C=C\C=C\[C@H](CCCC(=O)O)OO	-7%
CC12CC[C@H]3[C@@H](CCC4(O)C[C@H](O)CCC34/C=N/NC(=O)c3ccccc3O)C1(O)CCC2C1=CC(=O)OC1 (some centres not stated)	-1%[57.5 µM]

(more compounds)
SMILES	ERK EGF inh
Cn1c(O)c(/C=N/NC(=O)c2ccncc2)c(=O)[nH]c1=S	?
COc1cc(N2CCOCC2)ccc1/C=C1\C(=O)NC(=O)N(C2CCCCC2)C1=O	2%
Cc1cc(C=C2C(=O)N(C)C(=S)N(C)C2=O)c(C)n1-c1cccnc1	-2%
CC(=O)[C@H]1CC[C@H]2[C@@H]3CCC4=CC(=O)CC[C@]4(C)[C@H]3CC[C@]12C	14µM*!
COc1ccc(C(=O)N2CCCC2=O)cc1	-3%[57.5 µM]
C=CCN(CC=C)C(=O)Nc1ccc(OCC)cc1	-11%
O=C(COC(=O)Cc1ccccc1)Nc1ccc(F)cc1	-6%
COc1ccc(N2C(=O)NC(=O)/C(=C/c3ccc([N+](=O)[O-])s3)C2=O)cc1	3%[57.5 µM]
NS(=O)(=O)c1ccc(N=Nc2c(O)[nH]c(=S)[nH]c2=O)cc1	11%[57.5 µM]
COc1ccc2c(c1)CC1(CN2C)C(=O)NC(=O)N(CCc2ccccc2)C1=O (configuration not stated)	-15%[57.5 µM]
NC(N)=NOCC[C@H](N)C(=O)O	-6%
CCOc1ccc(Cl)cc1CNCCc1ccccc1F	-11%[57.5 µM]
O=S(=O)(c1ccc(Cl)cc1)N1CC1c1ccccc1 (configuration not stated)	14%
O=C(Nc1nc(-c2ccccc2)c(-c2ccccc2)s1)c1ccc(S(=O)(=O)N(CCCl)CCCl)cc1	10%
CC(C)(C)NC(=S)N1CCn2cccc2C1c1cccnc1 (configuration not stated)	-27%
CC(/C=C(\C)Nc1ccccc1)=Nc1ccccc1	-5%
CC(=NCCCn1ccnc1)c1c(O)n(-c2ccccc2)c(=O)[nH]c1=O	-6%[57.5 µM]
CCOP(=O)(OCC)C(NC(=O)CC(C)C)C(Cl)(Cl)Cl (configuration not stated)	-11%
CCN(CC)CCN1Cc2ccccc2C1=N	-5%
O=C1NC(=O)N(c2cccc(Br)c2)C(=O)/C1=C/c1ccsc1	0%[57.5 µM]
C=Cc1ccc(Cn2c(C(=O)O)c(C=O)c3ccccc32)cc1	-6%
CC1(C)S[C@@H]2[C@H](N)C(=O)N2C1C(=O)O (some centres not stated)	1%
CCn1cc(CN2CCCC(C(=O)c3sccc3C)C2)cn1 (configuration not stated)	-12%[57.5 µM]
CCCCNC(=O)NC(C(N)=O)P(=O)(OCC)OCC (configuration not stated)	-9%[57.5 µM]
C/C(=N\Nc1ccccc1)c1c(O)n(C)c(=O)n(C)c1=O	1%

Looked up above.
COc1ccc(N2C(=O)NC(=O)/C(=C/c3ccc([N+](=O)[O-])s3)C2=O)cc1 @ ERK EGF inh: 3%[57.5 µM]
C[C@]12N[C@H](Cc3ccccc31)c1ccccc12 @ ERK EGF inh: 11%

Later entries.
smiles | ERK EGF inh
Cc1cc(C=C2C(=O)NC(=O)NC2=O)c(C)n1-c1ccc2c(c1)OCO2 | ?
C=C[C@]12CN(C)[C@H]3C1[C@@]1(C(=O)Nc4ccccc41)[C@H]1C[C@H]2[C@H]3CO1 | 5%[25.7 µM]
CCCCCCN1CCN(c2ccccc2Cl)CC1 | 3%
CC(=NCC1CCCO1)c1c(O)n(C2CCCCC2)c(=O)[nH]c1=O (configuration not stated) | 4%[57.5 µM]
CC[C@]12CCCN3CCC4(c5ccccc5NC4C(C(=O)O)C1)C32 (some centres not stated) | -11%
COC(=O)C(O)(c1ccc(N=Cc2ccccc2O)c(C)c1)C(F)(F)F (configuration not stated) | 2%
O=C1NC(=O)C(=CN2CCc3ccccc32)C(=O)N1 | 8%
COC1CC(OC2CCC3(C)C(CCC4C3CCC3(C)C(C5=CC(=O)OC5)C(OC(C)=O)CC43O)C2)OC(C)C1OC1OC(COC2OC(CO)C(O)C(O)C2O)C(O)C(O)C1O (configuration not stated) | -14%[57.5 µM]

A run of entries taken from the entries so far, for reference:
smiles | ERK EGF inh
Cc1cc(C=C2C(=O)NC(=O)NC2=O)c(C)n1-c1ccc2c(c1)OCO2 | ?
C=C[C@]12CN(C)[C@H]3C1[C@@]1(C(=O)Nc4ccccc41)[C@H]1C[C@H]2[C@H]3CO1 | 5%[25.7 µM]

Other compounds
smiles | ERK EGF inh
Brc1ccc2[nH]cc(/C=N/N3CCCCC3)c2c1 | 7%
O[C@@H](Cc1ccncc1)C(Cl)(Cl)Cl | 1%
CCCCOCCCn1c(N)c(C(=O)OC(C)COC)c2nc3ccccc3nc21 (configuration not stated) | 22%
Cc1ccccc1N1C(=O)NC(=O)/C(=C\c2cc(Br)c(N3CCOCC3)o2)C1=O | -2%
CC(C)N1CCN(Cc2ccc3c(c2)OCCO3)CC1CCO (configuration not stated) | 12%
O=c1c2ccccc2[nH]c(=S)n1-c1cccnc1 | -12%[57.5 µM]
CCOC(OCC)P(=O)(O)CCCN | -2%
O=[N+]([O-])c1ccc(N2CCCNCC2)c2ncccc12 | 1%[57.5 µM]

The final 2 records of the section above come first, to join the parts:
smiles | ERK EGF inh
CCOC(OCC)P(=O)(O)CCCN | -2%
O=[N+]([O-])c1ccc(N2CCCNCC2)c2ncccc12 | 1%[57.5 µM]
CCN(CC)c1ccc(N=Cc2c(O)n(-c3ccccc3)c(=O)[nH]c2=O)cc1 | 4%[57.5 µM]
CC1(C)C(=O)C=C[C@@]2(C)C1=C(O)C(=O)[C@@]1(C)C2CC[C@@]2(C)C(c3ccoc3)C[C@H]3O[C@@]321 (some centres not stated) | 2%
COc1ccc(OCC(=O)N2CCN(Cc3ccc(SC)cc3)CC2)cc1 | 4%
Clc1ccc2c(c1)C(OC1CN3CCC1CC3)c1ccccc1CS2 (configuration not stated) | 1%
Cc1cccc(NP(=O)(Oc2ccccc2F)Oc2ccccc2F)c1 | -7%
CCc1nc2ccc(N3CCN(C)CC3)cc2nc1CC | -1%
CN1CCC2(CC1)NC(=O)c1ccccc1N2 | -5%[57.5 µM]
O=C1NC(=O)N(c2ccc3c(c2)OCO3)C(=O)/C1=C/c1ccc(N2CCCC2)o1 | 1%

Structural class: the entries above containing a furan ring, fused or not.
smiles | ERK EGF inh
CCOP(=O)(OCC)/C(C#N)=C/c1ccoc1 | 7%[57.5 µM]
Cc1ccccc1N1C(=O)NC(=O)/C(=C\c2cc(Br)c(N3CCOCC3)o2)C1=O | -2%
CC1(C)C(=O)C=C[C@@]2(C)C1=C(O)C(=O)[C@@]1(C)C2CC[C@@]2(C)C(c3ccoc3)C[C@H]3O[C@@]321 (some centres not stated) | 2%
O=C1NC(=O)N(c2ccc3c(c2)OCO3)C(=O)/C1=C/c1ccc(N2CCCC2)o1 | 1%

(further entries)
smiles | ERK EGF inh
Cc1nn(Cc2ccccc2)c(Cl)c1C(=O)O | 9%
NP(=O)(OCC(F)(F)F)Oc1ccc(Cl)cc1 (configuration not stated) | 22%
O=c1c(/C=N/N2CCOCC2)c(O)n(-c2ccccc2)c(=S)n1-c1ccccc1 | 7%
Fc1ccc(C(OCCN2CCCC2)c2ccc(F)cc2)cc1 | -1%
CN1CCN(c2ccc(S(=O)(=O)C(F)(F)F)cc2[N+](=O)[O-])CC1 | -6%
CN1C(=O)CCS(=O)(=O)C1c1ccc(Cl)cc1 (configuration not stated) | 16%&17%
CNC(=O)Nc1ccc(C(O)(C(=O)OC)C(F)(F)F)cc1 (configuration not stated) | -23%[57.5 µM]
N#CC(C#N)=C(N)c1cccnc1 | 2%
C=C[C@H]1CN2CC[C@H]1C[C@H]2c1[nH]c2ccccc2c1CCO | -10%
O=C(c1ccc(F)cc1)C(Cc1ccccc1)N1CCCCC1 (configuration not stated) | 1%
CCCCCCCCCCCCCCCCOC[C@@H](O)COP(=O)([O-])OCC[N+](C)(C)C | -11%
CCCN(CCC)[C@@H]1CCc2cccc(O)c2C1 | -1%
C=C[C@@H]1C[C@@]1(C)[C@@H](NP(=O)(c1ccccc1)c1ccccc1)c1ccccc1 | 7%&1%
Cc1ccccc1N1C(=O)NC(=O)/C(=C\c2cnn(-c3ccccc3)c2)C1=O | -4%
CCCCn1c(O)c(/C=C2/C=CC=N2)c(=O)[nH]c1=O | 6%[57.5 µM]
C[C@@]12CC(=O)[C@H]3[C@@H](CCC4=CC(=O)CC[C@]43C)[C@H]1CCC2=O | 6%[25.7 µM]
Cc1ccc(CN2CCCC(C(=O)c3cccc(C(F)(F)F)c3)C2)o1 (configuration not stated) | -1%
COc1ccccc1CCNC1CCC(C)CC1 (configuration not stated) | 4%
O=P(NS(=O)(=O)c1ccc(Cl)cc1)(Oc1ccccc1)Oc1ccccc1 | 1%
Oc1ccc2c3c1O[C@H]1c4[nH]c5c(c4C[C@@]4(O)[C@@H](C2)N(CC2CC2)CC[C@]314)C[C@@]1(O)[C@H]2Cc3ccc(O)c4c3[C@@]1(CCN2CC1CC1)[C@H]5O4 | 4%
Cc1cc(C(=O)CS(=O)c2ccc(F)cc2)cc(C)c1OC(=O)N(C)C (configuration not stated) | -9%
c1cc(CN2CC3(CCNCC3)C2)ccn1 | 3%
C[C@H](N)Cc1c[nH]c2ccc(O)cc12 | -4%
COc1ccc2[nH]cc(CCN=C(N)N)c2c1 | 4%

The list is partial; rates above refer to the full screens.
